Compound activity from PubChem BioAssay.
STEP inh: STEP phosphatase inhibitors, primary screen, biochemical, fluorescence intensity, uHTS; 0.25% of 360,000 active; recombinant STEP, OMFP fluorogenic substrate; inhibition, % at 20 µM;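 active means inhibition at 20 µM, scaled per plate between control wells, above about 37%, limit read from the data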;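 further: 0% = DMSO with enzyme and substrate and 100% = substrate only without enzyme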
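System: STEP phosphatase, cell-free reaction; Buffer or medium: Bis-Tris pH 6.0 buffer with DTT, detergent; Incubation: 20 min at room temperature, dark; Measured by: fluorescence, 480/540 nm.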
MLLE-PAM2 inh: inhibitors of PABP1 MLLE–PAM2 peptide binding, primary screen, biochemical, fluorescence polarization, FITC-PAM2, GST-MLLE | AID 588489, 2011 | Polyadenylate-binding protein 1 (Homo sapiens), P11940 | inhibition, % at 20 µM | 0.36% of 360,000 active; in the data active means inhibition above about 35%, passing the limit was not always enough;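 further: plate controls were DMSO wells with GST-MLLE for no effect and wells lacking GST-MLLE protein for full effect; some results filed as inactive read as strong as hits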
LMPTP inh: LMPTP phosphatase inhibitors, primary screen, biochemical, fluorescence intensity, uHTS | recombinant LMPTP-A, OMFP fluorogenic substrate | inhibition, % at 20 µM | 0.22% of 360,000 active;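 active means compounds that cut the enzyme signal by at least half of the control window in the single-dose screen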;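 further: plate controls were DMSO wells with enzyme plus substrate for no effect and substrate without enzyme for full effect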
Target sequence (P24666 whole entry, looked up): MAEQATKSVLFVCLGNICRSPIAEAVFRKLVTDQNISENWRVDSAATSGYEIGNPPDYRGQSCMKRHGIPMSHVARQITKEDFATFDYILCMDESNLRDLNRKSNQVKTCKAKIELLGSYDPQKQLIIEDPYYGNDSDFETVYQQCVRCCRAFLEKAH
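Test system: LMPTP-A phosphatase enzyme; input: 0.625 nM LMPTP-A final; reagent: OMFP substrate, 400 µM final; compound dosing: 20 µM single dose, 3% DMSO; incubation: 50 min dark incubation at room temperature; measured by: endpoint fluorescence intensity from OMFP dephosphorylation; measure: % inhibition relative to no-enzyme and uninhibited control wells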
CSN inh: inhibitors of CSN-mediated cullin deneddylation, primary screen, biochemical, fluorescence polarization, uHTS; Purified CSN, SCF-Nedd8-OG deneddylation; inhibition, % at 12.5 µM; AID 651999, 2013; 0.38% of 360,000 active; COP9 signalosome complex subunit 5 (Homo sapiens), Q92905;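 active means pattern-corrected inhibition above about 35%, with an unprinted fluorescence ratio check between 0.5 and 1.5, limit read from the data, passing the limit was not always enough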;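 further: 0% = enzyme with substrate and 100% = substrate without enzyme; some results filed as inactive read as strong as hits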
Target sequence (Q92905 whole entry, looked up, one chain of several): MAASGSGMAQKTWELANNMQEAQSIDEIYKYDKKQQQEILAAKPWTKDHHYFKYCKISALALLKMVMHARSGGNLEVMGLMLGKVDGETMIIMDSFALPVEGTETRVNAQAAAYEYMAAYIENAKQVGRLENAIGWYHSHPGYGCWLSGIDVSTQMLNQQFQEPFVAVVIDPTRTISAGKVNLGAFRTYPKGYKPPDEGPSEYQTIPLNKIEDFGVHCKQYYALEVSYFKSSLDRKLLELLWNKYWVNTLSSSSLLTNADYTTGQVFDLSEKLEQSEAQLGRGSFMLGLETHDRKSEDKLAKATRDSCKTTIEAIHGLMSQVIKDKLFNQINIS
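Assay system: purified human Csn5 enzyme expressed in HEK293T cells; measure: % inhibition; also added: SCFSkp2-Nedd8OG substrate at 10 nM final; technique: fluorescence polarization; times: reaction 90 min, room temperature; medium: Tris buffer pH 7.5, NaCl, DTT, Tween-20, trehalose, ovalbumin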
NadD inh: inhibitors of S. aureus NadD, primary screen, biochemical, colorimetric, uHTS | Nicotinate-nucleotide adenylyltransferase NadD (Staphylococcus aureus N315) | purified NadD enzyme, colorimetric absorbance read-out | inhibition, % at 20 µM | 0.78% of 360,000 active | AID 602399, 2012; in the data active means inhibition above about 26%; further: some compounds past the cut are filed as inactive
Scp1 inh: Scp-1 phosphatase inhibitors, primary screen, biochemical, colorimetric, uHTS | Carboxy-terminal domain RNA polymerase II polypeptide A small phosphatase 1 (Homo … | Recombinant Scp1, phosphopeptide, malachite green phosphate absorbance | inhibition, % at 20 µM | 0.88% of 340,000 active;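 active means inhibition above about 50% at 20 µM, limit read from the data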;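 further: plate controls were DMSO wells with enzyme for no effect and wells lacking enzyme for full effect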
Target sequence (Q9GZU7 76-261 limits assumed): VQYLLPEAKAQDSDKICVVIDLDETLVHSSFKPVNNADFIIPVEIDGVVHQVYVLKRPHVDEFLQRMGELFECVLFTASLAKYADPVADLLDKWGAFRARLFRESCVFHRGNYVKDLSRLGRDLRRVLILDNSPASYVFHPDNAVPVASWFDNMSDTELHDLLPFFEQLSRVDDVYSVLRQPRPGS
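Material – SCP-1 phosphatase catalytic domain, residues 76-261 · Buffer or medium – Acidic Tris acetate buffer with magnesium and detergent · Also added – Phospho 17-mer peptide substrate · Compound – single 20 µM dose, 1% DMSO · Times – 45 min room-temperature reaction, 5 min colour, 30 min stabiliser · Technique – Phosphate-binding colour reagent, absorbance read at 630 nm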
TbMetRS inhib: T. brucei MetRS inhibitors, primary screen, biochemical, luminescence; inhibition, % at 11.9 µM; purified T. brucei MetRS, ATP depletion, Kinase-Glo luminescence; AID 624268, 2012; methionyl-tRNA synthetase (Trypanosoma brucei brucei); 0.4% of 360,000 active;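 active means inhibition above a per-plate cutoff of the control wells' mean inhibition plus 3 SD, cut at about 5.5% in these data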;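 further: 0% = DMSO wells median and 100% = median of wells with control inhibitor compound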
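Dosing: 11.9 µM compound single dose, 0.9% DMSO; Assay system: purified T. brucei MetRS enzyme; Measured by: Kinase-Glo luciferase luminescence reporting remaining unconsumed ATP; Schedule: 15 min plus 2 h at 25 °C.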
DNMT1 block: human DNMT1 methyltransferase inhibitors, primary screen, biochemical, molecular beacon, fluorescence, HinP1I cleavage, uHTS | DNA (cytosine-5)-methyltransferase 1 (Homo sapiens), P26358 | 0.83% of 360,000 active | inhibition (reported as % activation of signal), % at 10 µM | AID 588458, 2011; in the data active means inhibition above about 50%
SUMO1-SIM PPI: modulators of SUMO1 protein-protein interactions, primary screen, biochemical, uHTS; Small ubiquitin-related modifier 1 (Homo sapiens), P63165; SUMO1 binding to a labelled peptide, TR-FRET, 1 h; inhibition, % at 20 µM; 0.33% of 360,000 active; AID 602429, 2012; in the data active means inhibition above about 37%
Target sequence (P63165 whole entry, looked up): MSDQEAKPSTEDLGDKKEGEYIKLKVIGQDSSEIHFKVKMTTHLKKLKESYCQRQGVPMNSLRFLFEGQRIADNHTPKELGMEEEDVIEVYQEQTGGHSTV
Rpn11 block: Rpn11 (PSMD14) deubiquitinase inhibitors, primary screen, biochemical, fluorescence polarization, uHTS; human 26S proteasome, Ub4-pepOG fluorescence polarization; 20S core pre-blocked with epoxomicin; calls only at 20 µM; 0.59% of 360,000 active; AID 588493, 2011;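 active means inhibition at 20 µM, scaled to each plate's controls, above about 33%, limit read from the data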
* = called active by the depositor; i = inactive; x = no result given; + = active, no number. No enrichment for hits. Share with any hit: about 3.6%.

STEP inh	MLLE-PAM2 inh	LMPTP inh	CSN inh	NadD inh	Scp1 inh	TbMetRS inhib	DNMT1 block	SUMO1-SIM PPI	Rpn11 block	SMILES
2.8	1.6	-0.8	-5.3	-4.1	-4.7	0.3	-2.0	5.0	i	NS(=O)(=O)c1ccc(NC(=O)CN2C(=O)C3C4C=CC(C4)C3C2=O)cc1 (stereo not drawn)
4.2	-56.5	1.6	8.7	10.0	-4.6	0.6	-15.4	-7.2	+	Fc1ccc2c(c1)C(c1ccc(N3CCOCC3)cc1)=NNC(c1cccs1)=N2
-0.5	0.5	-0.9	-3.7	-9.2	-6.5	0.0	7.9	2.2	i	O=C(COC(=O)c1ccccc1O)NC1CCCc2ccccc21 (stereo not drawn)
2.0	34.1	2.3	0.8	18.0	-1.3	-0.2	-7.2	-11.5	i	CC1(OC(=O)CCc2ccccc2)C(=O)C=C2C=C(c3ccc(C#N)cc3)N(C3CCCC3)C=C2C1=O (stereo not drawn)
-0.8	-2.6	-0.1	-2.3	-6.0	-2.3	-0.3	4.2	4.0	i	CC1(c2nnc(-c3ccc(F)cc3)o2)CC(c2ccccc2)=NO1 (stereo not drawn)
-1.6	-38.3	-1.4	2.5	3.2	-0.8	-0.4	0.7	3.5	i	O=C1NC(=O)C(c2cccs2)(c2cccs2)N1
0.9	3.5	-2.3	-5.0	-2.1	-0.8	-0.2	1.2	0.9	i	CCOc1cc(C=O)ccc1OCC(=O)NC(C)(C)C
1.3	10.1	-0.6	-0.8	-1.0	8.7	0.0	2.6	20.8	i	Cc1cc(-c2n[nH]c(=S)n2/N=C/c2c[nH]c3ccccc23)n[nH]1
-4.1	-2.2	1.2	0.0	13.3	-2.3	0.6	2.1	5.6	i	COc1cc(/C=N/NC(=O)c2nc(-c3ccccc3)n(-c3ccccc3)n2)ccc1O
1.0	-8.0	4.2	6.2	5.6	-1.2	-0.1	-0.5	5.8	i	COc1cc2c(cc1OC)CN(c1ccc(C(F)(F)F)cn1)CC2
3.1	10.4	-2.1	3.5	1.1	-2.2	0.1	-0.6	0.1	i	CCNc1nc(SC(C)C(=O)OC)nc(N2CCOCC2)n1 (stereo not drawn)
1.4	9.3	3.0	-0.5	2.0	14.3	-1.0	8.2	11.9	i	CSc1nc(C)c2c(n1)N(c1ccc(O)cc1)CC2
2.1	6.1	0.4	-10.2	0.3	-7.1	0.4	0.5	-0.4	i	O=C(COC(=O)Cc1c(F)cccc1Cl)NCCC1=CCCCC1
-1.2	-3.7	-1.9	1.2	-0.9	9.1	-0.3	-0.9	-1.9	i	COc1ccc(CC(C)N2CCN(c3ccccc3OC)CC2)cc1OC (stereo not drawn)
0.8	-3.1	-1.6	-0.5	-7.6	-4.2	-1.6	-0.6	-2.4	i	COc1cc(NC(=O)COC(=O)[C@@H]2CCCN2S(=O)(=O)c2ccc(Cl)cc2)cc(OC)c1OC
3.0	-1.1	6.8	-4.9	-7.3	-12.6	-0.7	-0.9	0.1	i	CCOc1ccc(NC(=O)c2ccccc2OCC(=O)c2ccccc2)cc1
1.0	7.9	-1.5	1.5	4.8	-9.0	-0.3	5.2	-7.7	i	O=C(CCN1C(=O)S/C(=C\c2cccs2)C1=O)Nc1nccs1
-1.1	2.3	-0.4	-3.6	-7.3	-7.8	-0.6	-1.0	-0.9	i	COc1ccc(CCC(=O)Nc2ccc(C)c(S(=O)(=O)N(C)C)c2)cc1OC
2.2	4.1	-1.2	1.8	-7.9	5.7	2.4	-2.1	2.8	i	CCN1CCN(C(c2cccs2)C(C)NC(=S)Nc2cc(C)ccc2C)CC1 (stereo not drawn)
2.5	-19.1	0.1	3.4	7.1	-3.1	-0.5	-3.2	-2.4	i	O=C(COC(=O)c1nn(-c2ccccc2)c(=O)c2ccccc12)NC1CCS(=O)(=O)C1 (stereo not drawn)
0.8	9.9	-1.3	-6.5	4.0	-3.0	-0.1	1.6	0.0	i	NC(=O)C1=C[C@@H](c2coc3ccccc3c2=O)C[C@@H](OCc2ccc(CO)cc2)O1
-2.2	18.3	1.6	2.0	-6.7	-11.6	0.6	9.3	0.6	i	COc1ccc(OCC(=O)Nc2cc3oc4ccccc4c3cc2OC)cc1
14.2	-0.5	0.0	0.8	-6.0	-4.0	0.8	-0.2	0.5	i	COc1cccc(C(=O)C2CCCN(C/C=C/c3ccccc3OC)C2)c1 (stereo not drawn)
0.6	-5.3	1.1	0.2	-6.2	-6.9	-0.3	3.4	1.7	i	O=C(Nc1ccc(F)cc1F)c1c(C(F)(F)F)ccnc1Oc1cccc(C(F)(F)F)c1
-8.3	-3.3	-2.5	-1.7	-4.5	-13.9	-1.1	-5.4	0.1	i	C=Cn1cc[n+](CC(=O)c2ccc(OC)cc2)c1
-0.8	10.0	-0.8	2.7	-2.4	-2.7	-0.7	3.8	4.1	i	CC1CCN(S(=O)(=O)N2CCC(C(=O)O)CC2)CC1
-0.7	-3.3	-0.2	2.2	-7.0	0.0	0.1	-0.5	0.6	i	Cc1csc(SCC(=O)Nc2cc(S(=O)(=O)N3CCCC3)ccc2Cl)n1
0.1	-5.8	-1.2	3.9	-8.1	-4.0	-0.6	-0.8	-2.3	i	CCOc1ccc(C(CC(=O)O)NC(=O)c2sc3ccccc3c2Cl)cc1 (stereo not drawn)
-1.3	-4.7	1.8	6.4	3.8	11.5	36.6*	2.8	-3.5	i	O=C(C=Cc1ccccc1)c1c[nH]c2ccccc2c1=O
-7.9	24.1	5.4	1.0	28.0*	-11.8	1.4	-14.4	18.5	i	COc1ccc(-c2csc(Nc3ccc(S(=O)(=O)Nc4cc(OC)nc(OC)n4)cc3)n2)cc1
97.6*	28.9	1.7	-2.4	-5.8	-5.7	-0.6	1.6	0.9	i	COc1ccc(NC(=S)N(CCC(C)C)C2CCN(C(C)C)CC2)cc1Cl
-0.3	-12.8	0.7	1.7	-4.7	-8.6	0.3	0.5	-6.5	i	C[C@@]12C(=O)N(Cc3ccccc3)CC(=O)N1[C@H]1c3ccccc3OC[C@@H]1[C@@H]2c1ccccc1
1.0	-10.2	5.6	3.2	1.8	-10.1	-1.2	-1.9	-3.7	i	Cc1cc(N2CCOCC2)nc2ccc(NC(=O)CCC(=O)N3CCN(c4ccc(F)cc4)CC3)cc12
-0.6	-6.4	3.4	-7.2	-8.6	-6.7	0.0	0.2	9.2	i	Cc1nn(C)c(C(=O)N/N=C/c2cccc(Oc3ccccc3)c2)c1Br
-0.1	-7.4	-2.5	-1.7	-2.6	-2.5	-0.2	5.2	1.4	i	CN1CCC(OC(=O)C23CCC(C)(C(=O)O2)C3(C)C)CC1 (stereo not drawn)
-1.7	-4.8	0.1	3.1	-7.3	-0.8	1.4	-2.1	3.1	i	CCCN(CCC)S(=O)(=O)c1nc2nc(C)cc(C)n2n1
0.0	-15.3	2.3	1.1	13.1	-17.8	1.4	-31.6	2.1	i	Nc1c(C(=O)NCc2ccco2)c2nc3ccccc3nc2n1CCc1ccccc1F
0.5	-1.9	1.5	1.9	-2.2	-5.7	0.5	-4.0	-4.6	i	COc1cccc(CNc2nc3ccccc3n2C(C)C)c1O
2.6	-2.0	0.4	5.3	-7.7	-10.4	-0.1	0.5	5.2	i	O=C(NCCc1c[nH]c2ccccc12)C1CCCN(S(=O)(=O)c2ccccc2)C1 (stereo not drawn)
3.8	-1.6	1.4	-3.4	2.5	12.0	0.1	7.7	-18.8	i	OC1=C(O)c2nc3cc(F)ccc3nc21
-0.3	3.1	1.8	7.4	27.4	-4.4	-0.5	-9.4	9.9	i	Nc1ccc(-c2nc3c(Cl)cc(N)cc3[nH]2)cc1
-3.2	-24.5	0.0	2.9	3.5	-2.1	0.2	-1.9	-7.5	i	O=C(/C=C/c1ccc2c(c1)OCO2)Nc1cc(S(=O)(=O)N2CCOCC2)ccc1N1CCOCC1
x	x	-2.7	0.8	x	x	-0.8	x	-4.7	x	COC1=CC(=O)OC(c2cccc(Cl)c2)C1 (stereo not drawn)
0.8	-48.0	-1.2	-5.3	2.9	3.7	-0.3	1.2	-2.0	i	COc1ccc(CNC(=O)C(C)OC(=O)Cn2cnc3c2c(=O)n(C)c(=O)n3C)cc1 (stereo not drawn)
-0.2	38.2*	1.7	11.9	-3.8	-2.0	0.0	1.2	6.6	i	O=C(Nc1nc(=O)c2ccccc2s1)c1ccc(F)cc1
-0.2	-15.5	4.2	6.4	10.2	0.9	0.0	-6.5	-7.3	i	Cc1cccc(Nc2nc(N)nc(-c3oc4ccccc4c3C)n2)c1

Ordered by count of non-hydrogen atoms (high to low): some entries from above
STEP inh	MLLE-PAM2 inh	LMPTP inh	CSN inh	NadD inh	Scp1 inh	TbMetRS inhib	DNMT1 block	SUMO1-SIM PPI	Rpn11 block	SMILES
2.0	34.1	2.3	0.8	18.0	-1.3	-0.2	-7.2	-11.5	i	CC1(OC(=O)CCc2ccccc2)C(=O)C=C2C=C(c3ccc(C#N)cc3)N(C3CCCC3)C=C2C1=O (stereo not drawn)
-3.2	-24.5	0.0	2.9	3.5	-2.1	0.2	-1.9	-7.5	i	O=C(/C=C/c1ccc2c(c1)OCO2)Nc1cc(S(=O)(=O)N2CCOCC2)ccc1N1CCOCC1
-7.9	24.1	5.4	1.0	28.0*	-11.8	1.4	-14.4	18.5	i	COc1ccc(-c2csc(Nc3ccc(S(=O)(=O)Nc4cc(OC)nc(OC)n4)cc3)n2)cc1
-0.2	-15.5	4.2	6.4	10.2	0.9	0.0	-6.5	-7.3	i	Cc1cccc(Nc2nc(N)nc(-c3oc4ccccc4c3C)n2)c1
1.0	7.9	-1.5	1.5	4.8	-9.0	-0.3	5.2	-7.7	i	O=C(CCN1C(=O)S/C(=C\c2cccs2)C1=O)Nc1nccs1
